# DAX1 inh-1: DAX1 (NR0B1) inhibition, primary screen; HEK293T StAR-luciferase reporter, SF-1/DAX-1 repression relief; inhibition, % at 6.8 µM; 1.1% of 370,000 active; AID 652010;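 active = inhibition above the mean over all tested compounds plus 3 SD, cut at about 3.6% in these data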;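 also: 0% = DAX-1 cells with DMSO and 100% = cells lacking DAX-1 with DMSO; higher inhibition means more luminescence from relief of DAX-1 repression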
# DAX1 inh-2: NR0B1 (DAX1) inhibition; P51843; HEK293 Gal4-DAX1 luciferase reporter, luminescence; inhibition, % at 6.75 µM; 0.99% of 340,000 active; AID 504766;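 active = inhibition above the mean over all tested compounds plus 3 SD, cut at about 4.2% in these data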;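 also: 0% = DAX1-transfected cells with DMSO and 100% = empty-vector control cells with DMSO; inhibition shows as a rise in luminescence from relieved DAX1 repression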
# Target sequence (P51843 207-470 limits assumed): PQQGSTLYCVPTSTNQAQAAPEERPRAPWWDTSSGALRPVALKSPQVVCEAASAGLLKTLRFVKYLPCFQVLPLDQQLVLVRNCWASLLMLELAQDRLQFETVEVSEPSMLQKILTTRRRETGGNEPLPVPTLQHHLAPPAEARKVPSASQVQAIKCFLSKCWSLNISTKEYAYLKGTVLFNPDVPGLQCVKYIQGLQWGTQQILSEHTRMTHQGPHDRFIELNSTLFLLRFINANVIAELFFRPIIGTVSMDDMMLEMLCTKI
# hcDAF12 agonist: activators of H. contortus DAF-12 nuclear receptor; activation, % at 6.8 µM; 1.4% of 370,000 active; HEK293 hcDAF-12 lit1-tk-luc reporter, luminescence; 0% DMSO, 100% Δ7-dafachronic acid;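 active = activation above the mean of all tested compounds plus 3 SD, cut at about 5.5% in these data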;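 also: 100% = response to 3 µM Δ7-dafachronic acid high control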
# NPR2 activator: GC-B (human) receptor activation; P20594; HEK293-GC-B cells, CNP EC30, cGMP TR-FRET; 0% at EC30 CNP, 100% saturating CNP; activation, % at 10 µM; 0.11% of 370,000 active; AID 1920062;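 active = activation at 10 µM reaching about 35% in either raw or pattern-adjusted values, limit read from the data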
# SMARCA2 act: activators of SMARCA2 function; 1% of 370,000 active; AID 652017; MG213 cells, MMTV-luciferase reporter, dexamethasone, overnight; activation, % at 9.1 µM; in the data active = activation above about 7.8%;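 also: 0% = vehicle wells and 100% = reference activator wells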
# ssDAF-12 act: S. stercoralis DAF-12 activation, primary screen. HEK293 ssDAF-12/GRIP1 lit1-tk-luc reporter, luminescence; % of 3 µM dafachronic acid response. activation, % at 6.8 µM. 1% of 370,000 active. AID 652126;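 active = activation above the mean over all tested compounds plus 3 SD, cut at about 0.9% in these data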;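 also: 0% = DMSO-only wells and 100% = 3 µM delta7-dafachronic acid wells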
# HGIII-sPLA2 inh: Inhibits HGIII-sPLA2 liposome hydrolysis, primary screen; Q9NZ20; QFRET BODIPY PC-A2 liposome hydrolysis, fluorescence; inhibition, % at 12.2 µM; 0.56% of 370,000 active; AID 743126;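 active = inhibition above mean plus 3 SD of compounds lying within the high and low control bounds, cut at about 19% in these data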;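 also: 0% = median of test compound wells and 100% = no enzyme DMSO wells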
# Target sequence (Q9NZ20 whole entry, looked up): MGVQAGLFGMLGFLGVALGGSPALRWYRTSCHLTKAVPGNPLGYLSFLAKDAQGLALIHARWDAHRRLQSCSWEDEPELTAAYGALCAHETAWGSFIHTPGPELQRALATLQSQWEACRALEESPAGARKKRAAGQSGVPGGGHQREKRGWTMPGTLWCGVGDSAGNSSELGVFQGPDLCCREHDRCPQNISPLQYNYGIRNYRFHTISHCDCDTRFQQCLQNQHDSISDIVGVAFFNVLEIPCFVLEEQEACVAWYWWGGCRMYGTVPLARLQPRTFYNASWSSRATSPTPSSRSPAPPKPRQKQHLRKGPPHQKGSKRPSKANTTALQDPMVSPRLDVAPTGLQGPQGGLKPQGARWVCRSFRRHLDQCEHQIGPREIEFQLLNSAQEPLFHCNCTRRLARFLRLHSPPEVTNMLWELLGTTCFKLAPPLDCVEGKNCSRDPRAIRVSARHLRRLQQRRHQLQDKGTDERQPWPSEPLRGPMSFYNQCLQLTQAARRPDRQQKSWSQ
# ADAM10 inh: ADAM10 inhibition, QFRET primary screen; O14672; recombinant ADAM10, EDANS/DABCYL FRET peptide cleavage, 3 h; inhibition, % at 7 µM; AID 720582; 0.62% of 370,000 active;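 active = inhibition above a per-campaign cutoff equal to the mean of compounds falling between control-based bounds plus 3 SD, cut at about 20% in these data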;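 also: 0% = DMSO wells while the 100% control is not disclosed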
# hgDAF-12 ag: agonists of H. glycines DAF-12 nuclear receptor; HEK293 GAL4-hgDAF12 UAS-luciferase reporter, agonist luminescence; normalized to butyrate control; activation, % at 6.8 µM; 1.8% of 370,000 active; AID 687014;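 active = activation above a cutoff set at the mean of all screened compounds plus 3 SD, cut at about 10% in these data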;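 also: 0% = DMSO wells and 100% = sodium butyrate wells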
# GC-A act: GC-A (human) enzyme activation. P16066. HEK293 GC-A cells, cGMP TR-FRET, EC30 ANP; 0% at EC30 ANP, 100% saturating ANP. activation, % at 10 µM. 0.14% of 370,000 active. AID 1671463; in the data active = activation above about 40%
# GAA850 FXN act: activators of GAA850 frataxin (FXN) promoter. HEK293 lucGAA850 FXN promoter luciferase reporter, 24 h; percent of 10 µM SAHA response. activation, % at 6 µM. 0.56% of 360,000 active. AID 540364;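 active = activation above the average of all compounds screened plus 3 SD, cutoff fixed separately per campaign, cut at about 7.5% in these data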;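 also: 0% = DMSO wells and 100% = 10 µM SAHA wells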
# Numbers without * were called inactive; · = no result given.
SMILES,DAX1 inh-1,DAX1 inh-2,hcDAF12 agonist,NPR2 activator,SMARCA2 act,ssDAF-12 act,HGIII-sPLA2 inh,ADAM10 inh,hgDAF-12 ag,GC-A act,GAA850 FXN act
O=C(COC(=O)CNC(=O)c1ccccc1F)NCCNC(=O)COC(=O)CNC(=O)c1ccccc1F,1.0,0.2,0.3,-2,-2,-1.0,-6,-4,1.1,-4,0.9
Cc1ccc(CNC(=O)CNC(=S)N(Cc2ccccc2)Cc2cccnc2)cc1,-0.2,-1.2,-1.9,-4,-5,-2.1,-12,3,2.3,-1,-0.1
O=C(CSc1ccc2c(c1)OCCO2)Nc1ccc(N2CCOCC2)cc1,0.5,0.4,-0.3,0,-2,-0.2,-3,3,0.6,-3,-0.3
CCOc1cc(C(=O)Nc2ccccc2N2CCN(S(C)(=O)=O)CC2)cc(OCC)c1OCC,-0.4,0.8,-2.8,-6,1,-0.9,4,1,-4.0,3,0.9
CC1Cc2ccccc2N1C(=O)CNCCCN(C)C (centres undefined),0.4,-0.3,-1.3,5,-3,-1.2,4,-9,-1.3,4,0.2
O=C(COC(=O)c1ccc(O)cc1)NC1CCCC1,-0.2,-0.2,1.6,4,4,-0.5,1,0,-0.5,0,1.3
CCS(=O)(=O)N1CCCC(c2nc(-c3cccc(OC)c3)no2)C1 (centres undefined),0.5,0.5,0.1,-8,4,-0.6,-6,1,5.5,0,0.6
NS(=O)(=O)c1ccc(CCNC(=O)CNC(=O)c2ccc(Oc3ccccc3)cc2)cc1,-0.8,-0.8,-1.6,0,-3,-1.5,1,-6,-0.7,-3,-0.4
CC(C)CSCC1OC(n2cnc3c(N)nccc32)C(O)C1O (centres undefined),-1.7,1.2,-1.9,0,-3,-0.6,7,-13,2.9,3,2.1
O=C(COC(=O)CC1CCCC1)Nc1cccc(F)c1,1.1,-0.6,0.8,3,1,-0.6,2,-7,1.1,3,-0.2
CC1CCN(CCOCCOc2ccccc2Br)CC1,0.4,-0.4,0.5,-4,2,-1.2,-9,-2,0.7,-4,1.5
O=C(COc1cccc(-n2cnnn2)c1)NCCC1=CCCCC1,-0.6,-0.1,0.7,1,1,-1.2,-4,2,-1.7,3,-0.4
O=c1nc2n(c3ncccc13)CCCCC2,0.1,-0.3,-0.6,5,0,-0.9,1,2,-1.9,1,-2.3
COc1ccc(N2CCN(C(=O)C3(C)CC3(Cl)Cl)CC2)cc1 (centres undefined),-0.2,0.6,-1.4,0,-3,-1.3,0,-2,-2.9,0,2.2
CCc1ccccc1NC(=O)NCc1ccc2c(c1)OCO2,0.1,1.0,1.0,-1,-1,-0.8,6,4,1.2,3,4.8

# Four entries from above, as labelled records.
structure: O=C(COc1cccc(-n2cnnn2)c1)NCCC1=CCCCC1
- DAX1 inh-1: -0.6
- DAX1 inh-2: -0.1
- hcDAF12 agonist: 0.7
- NPR2 activator: 1
- SMARCA2 act: 1
- ssDAF-12 act: -1.2
- HGIII-sPLA2 inh: -4
- ADAM10 inh: 2
- hgDAF-12 ag: -1.7
- GC-A act: 3
- GAA850 FXN act: -0.4

structure: O=c1nc2n(c3ncccc13)CCCCC2
- DAX1 inh-1: 0.1
- DAX1 inh-2: -0.3
- hcDAF12 agonist: -0.6
- NPR2 activator: 5
- SMARCA2 act: 0
- ssDAF-12 act: -0.9
- HGIII-sPLA2 inh: 1
- ADAM10 inh: 2
- hgDAF-12 ag: -1.9
- GC-A act: 1
- GAA850 FXN act: -2.3

structure: COc1ccc(N2CCN(C(=O)C3(C)CC3(Cl)Cl)CC2)cc1 (centres undefined)
- DAX1 inh-1: -0.2
- DAX1 inh-2: 0.6
- hcDAF12 agonist: -1.4
- NPR2 activator: 0
- SMARCA2 act: -3
- ssDAF-12 act: -1.3
- HGIII-sPLA2 inh: 0
- ADAM10 inh: -2
- hgDAF-12 ag: -2.9
- GC-A act: 0
- GAA850 FXN act: 2.2

structure: CCc1ccccc1NC(=O)NCc1ccc2c(c1)OCO2
- DAX1 inh-1: 0.1
- DAX1 inh-2: 1.0
- hcDAF12 agonist: 1.0
- NPR2 activator: -1
- SMARCA2 act: -1
- ssDAF-12 act: -0.8
- HGIII-sPLA2 inh: 6
- ADAM10 inh: 4
- hgDAF-12 ag: 1.2
- GC-A act: 3
- GAA850 FXN act: 4.8

# The listing picks up, starting 4 compounds before the break.
SMILES,DAX1 inh-1,DAX1 inh-2,hcDAF12 agonist,NPR2 activator,SMARCA2 act,ssDAF-12 act,HGIII-sPLA2 inh,ADAM10 inh,hgDAF-12 ag,GC-A act,GAA850 FXN act
O=C(COc1cccc(-n2cnnn2)c1)NCCC1=CCCCC1,-0.6,-0.1,0.7,1,1,-1.2,-4,2,-1.7,3,-0.4
O=c1nc2n(c3ncccc13)CCCCC2,0.1,-0.3,-0.6,5,0,-0.9,1,2,-1.9,1,-2.3
COc1ccc(N2CCN(C(=O)C3(C)CC3(Cl)Cl)CC2)cc1 (centres undefined),-0.2,0.6,-1.4,0,-3,-1.3,0,-2,-2.9,0,2.2
CCc1ccccc1NC(=O)NCc1ccc2c(c1)OCO2,0.1,1.0,1.0,-1,-1,-0.8,6,4,1.2,3,4.8
O=S(=O)(NC1CCCC1)c1ccc(Br)s1,-0.4,0.3,1.2,0,0,-1.1,-7,-4,-0.2,0,0.7
COc1ccc(/C=C/C(=O)c2ccc[nH]2)cc1OC,1.4,2.9,1.9,1,7,-0.1,2,-63,2.3,5,2.1
CC(C)c1nc(SCC(=O)Nc2cccc3ccccc23)n[nH]1,-1.5,0.6,-0.4,-2,-1,-1.2,-5,-5,-4.2,0,-0.5
CC(=O)c1cccc(N2C(=O)Nc3ccccc3N2O)c1,0.3,-0.9,0.0,7,1,-0.8,-1,-2,0.0,6,2.6
CC1(C)CC(=O)C/C(=N/NC(=O)C2CCN(S(=O)(=O)c3cccs3)CC2)C1,-0.3,1.4,-1.4,1,-4,-0.8,-4,-34,-2.3,4,0.9
CCCc1cc(=O)[nH]c(SCC(=O)N2CCc3cc(OC)c(OC)cc3C2)n1,0.9,-0.3,-2.4,-1,-1,-0.4,3,-11,-3.3,-2,-0.2
O=C(COC(=O)/C=C/c1cccc(C(F)(F)F)c1)NCc1cccs1,1.2,-0.2,-2.1,-6,-1,-1.3,4,-3,1.9,3,0.7
O=C1OC(c2ccccc2)(c2ccccc2)c2ccsc21,-0.5,1.3,0.4,-4,4,-1.0,-19,9,-1.7,-9,0.4
CCN(CC)C(=O)N1c2ccccc2CC(N(CC)CC)c2ccccc21 (centres undefined),-0.5,-1.8,-2.1,-10,-4,-1.4,4,-22,-2.3,-7,-1.3
CCCCOP(=O)(c1ccc(N(C)C)cc1)C(O)c1ccc(OC)cc1 (centres undefined),-0.4,0.4,0.5,3,-2,-1.0,-4,-4,-0.9,-2,-0.5
NS(=O)(=O)c1cccc(NC(=O)CSc2nc3ccccc3c(=O)n2CCCN2CCOCC2)c1,-0.2,1.1,0.4,8,-2,-1.4,6,-14,-3.2,6,-0.7
NNC(=O)CSCc1ccc(Cl)cc1Cl,0.1,-0.5,-2.3,2,-4,-1.7,-7,0,-2.5,2,3.8
O=S(=O)(c1ccc(Br)s1)N1CCN(c2ccccn2)CC1,-0.3,-1.2,-0.1,-3,-1,-1.7,-9,0,-1.1,-5,2.9
CCOC(=O)C1CCN(C(=O)Nc2ccc(OCc3ccccc3)cc2)CC1,0.3,-1.5,-1.5,-1,-4,-0.6,0,9,2.5,-5,-0.4
O=C(CSc1nc(C2CC2)nc2ccccc12)N1CCc2ccccc21,-0.4,-2.1,1.4,-4,1,0.0,0,3,0.6,-4,-0.6
COc1ccccc1N(CC(=O)NCc1ccco1)S(=O)(=O)c1ccc(C)cc1,-0.1,-0.3,0.4,-1,-2,-0.6,-5,-7,1.5,-7,-0.3
Cc1cc(Oc2ccccc2)nc(-c2ccccc2O)n1,-0.3,0.8,-1.5,-15,3,-0.7,-3,0,2.5,-4,3.6
Cc1ccccc1SCC(=O)NCC(c1ccc(F)cc1)N1CCOCC1 (centres undefined),-1.7,-0.8,1.4,-4,-2,-1.7,6,-12,-1.4,-3,0.2
Cc1ccc(S(=O)(=O)N(C)C)cc1NC(=O)c1cc(S(=O)(=O)N2CCCCC2)ccc1N1CCOCC1,-0.7,0.6,-0.9,1,-2,-1.2,1,-5,-0.6,-4,0.7
O=C1c2ccccc2S(=O)(=O)c2cc(C(=O)N3CCC(C(=O)N4CCCCC4)CC3)ccc21,-0.5,·,-0.5,2,0,-0.7,6,8,0.8,-1,·
CC(C)(C)N(Cc1ccccc1)C(=O)COC(=O)c1ccc(N2CCCC2=O)cc1,0.5,-0.2,-0.9,1,-1,-1.1,3,-10,0.7,1,1.3
O=S(=O)(NCc1ccc2c(c1)OCO2)c1ccc(Cl)s1,-1.1,0.5,0.9,-1,0,-1.2,-18,-8,0.0,-2,-0.3
CC(=O)Nc1ccc(NC(=O)CNC(=O)c2cccc(C)c2)cc1,-0.1,-0.5,-2.1,0,2,-1.6,-3,7,0.1,-3,-1.2
CC1CCc2c(C(=O)NCCN3CCOCC3)csc2C1 (centres undefined),-0.1,-0.6,-1.5,4,-2,-0.9,6,0,-1.3,2,4.4
CCC(C)c1ccc(NC(=S)NCc2cccnc2)cc1 (centres undefined),-0.4,1.0,-0.7,3,-3,-1.3,11,2,1.1,2,1.5
CCN1CCc2nc3ccccc3c(C(=O)Nc3ccc(NC(C)=O)cc3)c2C1,-0.3,1.7,-0.2,0,-2,-0.2,1,-7,0.8,5,1.8
CCOC(=O)C1=C(COC(=O)COc2ccccc2OCC)NC(=O)NC1C (centres undefined),0.8,-0.1,2.7,-1,-4,-1.4,3,0,-1.0,1,-1.3
Cc1cc(OCc2cc(C(=O)N3CCC(Oc4cccnc4)CC3)no2)cc(C)c1Cl,-1.7,-0.9,-2.9,-6,-3,-1.2,-28,13,-4.2,2,-0.2
COc1ccc(N2C(=O)N3[C@@H]4c5ccccc5OC[C@@H]4[C@@H](c4ccccc4)[C@@]3(C)C2=O)cc1,-0.4,-0.3,-1.8,-6,-2,-1.6,-10,10,0.6,2,-2.8
Cc1ccc(C(=O)NC2CC(C)(C)NC(C)(C)C2)cc1S(=O)(=O)N1CCOCC1,0.3,-0.8,-1.2,0,4,-0.9,-2,-2,4.2,0,0.6
O=C1NCCC/C1=N/Nc1ccc(F)cc1,0.1,·,-1.7,4,2,-0.8,2,-3,1.1,0,·
CCN(Cc1nc(-c2cccc(Cl)c2)no1)CC1CCCO1 (centres undefined),0.2,-0.5,-0.4,5,-3,-1.1,6,-10,1.2,2,4.6
O=C(CSCCO)Nc1nccs1,1.5,-0.5,-0.4,-10,0,-0.5,0,3,0.2,3,-0.5

# Assay outcomes (PubChem)
